# Screening data from PubChem BioAssay.
# Scp1 inh: inhibitors of human Scp-1 phosphatase; Q9GZU7; Recombinant Scp1, phosphopeptide, malachite green phosphate absorbance; inhibition, % at 20 µM; actives 0.88% (n = 340,000); AID 493091;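 active = inhibition above about 50% at 20 µM, limit read from the data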;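 also: plate controls were DMSO wells with enzyme for no effect and wells lacking enzyme for full effect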
# Target sequence (Q9GZU7 76-261 limits assumed): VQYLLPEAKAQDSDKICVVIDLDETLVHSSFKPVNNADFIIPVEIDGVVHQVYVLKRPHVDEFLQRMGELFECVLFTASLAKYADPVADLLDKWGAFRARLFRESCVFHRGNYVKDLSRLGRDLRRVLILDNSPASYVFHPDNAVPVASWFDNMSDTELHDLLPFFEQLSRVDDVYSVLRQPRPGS
#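 Test system: SCP-1 catalytic domain; Buffer or medium: Acidic Tris acetate buffer with magnesium and detergent; Also added: Phosphorylated 17-residue peptide substrate; Compound: single 20 µM dose, 1% DMSO; Schedule: enzyme reaction 45 min at room temperature, colour 5 min, stabilisation 30 min; Signal: Phosphate-binding colour reagent, absorbance read at 630 nm.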
# Neddylation inh: blocks human cullin neddylation. TR-FRET cullin neddylation, biochemical. calls only at 25 µM. actives 0.58% (n = 360,000). AID 651699; in the data active = inhibition above about 36%
# DNMT1 block: inhibitors of human DNMT1; P26358; DNMT1 molecular beacon, Hinp1I cleavage, fluorescence; inhibition (reported as % activation of signal), % at 10 µM; actives 0.83% (n = 360,000); in the data active = inhibition above about 50%
# SKN-1 block: blocks SKN-1 activity in C. elegans; C. elegans VP596 Pgst-4::GFP/RFP ratio, acrylamide-induced, 24 h; inhibition, % at 21.8 µM; actives 0.49% (n = 360,000);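 active = interference check ratio from 0.5 to 1.5 plus GFP to RFP signal ratio inhibition reaching or exceeding a fixed threshold, cut at about 30% in these data, passing the limit was not always enough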; also: some compounds called inactive have numbers as strong as hits
# Tb MetRS inh: Trypanosoma brucei MetRS inhibition | purified T. brucei MetRS, ATP depletion, Kinase-Glo luminescence | inhibition, % at 11.9 µM | actives 0.4% (n = 360,000) | AID 624268;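 active = inhibition above a per-plate cutoff of the control wells' mean inhibition plus 3 SD, cut at about 5.5% in these data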;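 also: 0% = DMSO wells median and 100% = median of wells with control inhibitor compound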
#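 Dosing: 11.9 µM compound single dose, 0.9% DMSO; Assay system: purified T. brucei MetRS enzyme; Measured by: Kinase-Glo luciferase luminescence reporting remaining unconsumed ATP; Schedule: 15 min plus 2 h at 25 °C.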
# SUMO1 PPI mod: modulators of human SUMO1-mediated protein-protein interactions; SUMO1 binding to a labelled peptide, TR-FRET, 1 h; actives 0.33% (n = 360,000); inhibition, % at 20 µM; in the data active = inhibition above about 37%
# Target sequence (P63165 whole entry, looked up): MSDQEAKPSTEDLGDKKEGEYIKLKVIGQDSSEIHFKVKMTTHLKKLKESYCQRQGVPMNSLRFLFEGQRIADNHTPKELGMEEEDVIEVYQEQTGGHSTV
# STEP block: blocks human striatal-enriched tyrosine phosphatase; P54829; recombinant STEP, OMFP fluorogenic substrate, fluorescence; actives 0.25% (n = 360,000); inhibition, % at 20 µM; AID 588621;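 active = inhibition at 20 µM, scaled per plate between control wells, above about 37%, limit read from the data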;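 also: 0% = DMSO with enzyme and substrate and 100% = substrate only without enzyme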
# Target sequence (P54829 whole entry, looked up): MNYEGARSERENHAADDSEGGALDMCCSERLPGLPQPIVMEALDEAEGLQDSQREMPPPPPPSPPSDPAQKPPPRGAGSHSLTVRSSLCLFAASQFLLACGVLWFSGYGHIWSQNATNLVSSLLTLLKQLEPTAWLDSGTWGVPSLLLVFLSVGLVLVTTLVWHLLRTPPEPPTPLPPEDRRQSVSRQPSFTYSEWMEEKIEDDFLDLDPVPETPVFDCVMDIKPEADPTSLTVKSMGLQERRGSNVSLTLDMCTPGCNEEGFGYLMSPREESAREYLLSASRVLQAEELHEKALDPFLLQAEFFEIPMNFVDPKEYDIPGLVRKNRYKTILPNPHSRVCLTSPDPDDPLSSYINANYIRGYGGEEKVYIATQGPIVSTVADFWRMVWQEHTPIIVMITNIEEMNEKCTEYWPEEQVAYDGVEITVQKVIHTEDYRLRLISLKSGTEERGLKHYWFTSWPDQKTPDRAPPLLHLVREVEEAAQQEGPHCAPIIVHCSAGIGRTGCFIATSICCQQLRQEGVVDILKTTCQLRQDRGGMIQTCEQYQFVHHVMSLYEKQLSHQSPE
#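 System: isolated STEP enzyme; schedule: 20 min enzyme reaction at room temperature, protected from light; medium: Bis-Tris buffer pH 6.0, 2.5 mM DTT, 0.005% Tween 20; signal: fluorescence, 480/540 nm; dosing: single compound dose of 20 µM, 1% DMSO final; also added: OMFP substrate, 25 µM final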
# NRP1-CendR mod: NRP-1/CendR interaction modulation | FAM-RPARPAR peptide binding to NRP-1, fluorescence polarization | inhibition, % at 25 µM | actives 0.85% (n = 360,000) | AID 602438;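 active = inhibition or corrected inhibition above about 18%, plus a signal ratio from 0.5 to 1.5, limit read from the data, passing the limit was not always enough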; also: strong numbers were not always called active
# NadD inh: blocks S. aureus nicotinate mononucleotide adenylyltransferase; actives 0.78% (n = 360,000); AID 602399; purified NadD enzyme, colorimetric absorbance read-out; inhibition, % at 20 µM; in the data active = inhibition above about 26%; also: some compounds past the cut are filed as inactive
# LMPTP block: LMPTP (human) inhibition | recombinant LMPTP-A, OMFP fluorogenic substrate, fluorescence intensity | inhibition, % at 20 µM | actives 0.22% (n = 360,000) | AID 651560;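 active = compounds that cut the enzyme signal by at least half of the control window in the single-dose screen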;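 also: plate controls were DMSO wells with enzyme plus substrate for no effect and substrate without enzyme for full effect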
# Target sequence (P24666 whole entry, looked up): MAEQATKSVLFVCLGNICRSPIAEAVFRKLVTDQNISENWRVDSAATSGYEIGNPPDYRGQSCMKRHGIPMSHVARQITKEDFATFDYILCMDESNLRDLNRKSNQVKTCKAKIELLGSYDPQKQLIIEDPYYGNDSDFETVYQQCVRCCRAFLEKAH
#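 Assay system: LMPTP-A, protein tyrosine phosphatase of low molecular weight / Medium: pH 6.0 Bis-Tris buffer with DTT and Triton X-100 / Schedule: 50 min enzyme reaction at room temperature, protected from light / Measured by: endpoint fluorescence intensity from OMFP dephosphorylation / Read-out basis: % inhibition relative to no-enzyme and uninhibited control wells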
# * = called active by the depositor; i = inactive; x = not tested or not shown.
SMILES,Scp1 inh,Neddylation inh,DNMT1 block,SKN-1 block,Tb MetRS inh,SUMO1 PPI mod,STEP block,NRP1-CendR mod,NadD inh,LMPTP block
Cc1cccc(C)c1OCC(=O)N/N=C/c1cc2c(cc1[N+](=O)[O-])OCO2,-5,i,-4,8,-0.7,-29,0,1,1,0.1
COC(=O)c1ccc(Nc2nc(-c3ccncc3)nc3ccccc23)cc1,4,x,8,-1,0.0,38,1,-8,-7,2.6
Cc1cccc(N2CCN(C(=O)c3ccc(NS(=O)(=O)c4c(C)noc4C)cc3)CC2)c1C,-4,i,-3,27,0.2,4,2,-8,2,2.8
CCCC1=NN2C(=N)/C(=C\c3ccc(SCc4ccco4)o3)C(=O)N=C2S1,81*,i,105*,44*,0.2,50*,16,-239,26,51*
CCS(=O)(=O)N1CCCC(C(=O)NCCCN(C)Cc2ccccc2)C1 (stereo unspecified),-3,i,1,7,-0.1,3,0,-9,1,-1.9
O=C(Oc1ccc2cc(Br)ccc2c1)c1cccnc1,4,i,-2,14,0.3,-1,6,-3,3,5.2
CCOc1ccccc1NC(=O)c1cccc(NC(=O)CC(c2ccccc2)c2ccccc2)c1,-14,i,-5,9,-0.7,-2,1,-3,-5,4.7
CCCNC(=O)Nc1ccc(F)c(Cl)c1,-4,i,-3,11,-0.5,1,1,0,-1,-0.5
CN(C)CCCNC(=S)Nc1ccc(-c2ccccc2)cc1,-1,i,1,2,-0.4,-6,2,-13,-13,-3.2
C=CCn1c(SCC(C)=O)nnc1-c1ccc2ncccc2c1,18,i,1,-1,-0.2,-5,-2,7,-6,-0.7
Cc1ccc(N/C=C(\C#N)c2ccc(OCCCF)cc2)cc1,-6,i,-1,-20,0.3,0,5,8,-1,2.8
CCOc1ccc(C(=O)Nc2nccs2)cc1[N+](=O)[O-],-7,i,3,5,0.8,-14,1,5,-3,0.5

# Overlap with the part before: four entries; new compounds follow.
SMILES,Scp1 inh,Neddylation inh,DNMT1 block,SKN-1 block,Tb MetRS inh,SUMO1 PPI mod,STEP block,NRP1-CendR mod,NadD inh,LMPTP block
CN(C)CCCNC(=S)Nc1ccc(-c2ccccc2)cc1,-1,i,1,2,-0.4,-6,2,-13,-13,-3.2
C=CCn1c(SCC(C)=O)nnc1-c1ccc2ncccc2c1,18,i,1,-1,-0.2,-5,-2,7,-6,-0.7
Cc1ccc(N/C=C(\C#N)c2ccc(OCCCF)cc2)cc1,-6,i,-1,-20,0.3,0,5,8,-1,2.8
CCOc1ccc(C(=O)Nc2nccs2)cc1[N+](=O)[O-],-7,i,3,5,0.8,-14,1,5,-3,0.5
FC(F)(F)COc1cc(-c2nnc(SCc3ccccc3)n2Cc2ccco2)cc(OCC(F)(F)F)n1,-11,i,-1,5,-0.4,-4,2,1,8,4.1
COc1ccc(OC)c(NC(=O)c2ccccc2N(C)S(=O)(=O)c2ccc(C)cc2)c1,-5,i,-6,-4,-1.1,3,-4,6,-5,3.0
O=c1cc(-c2ccc(Cl)cc2)[nH][nH]1,-8,i,-11,-12,0.0,3,2,-3,2,0.9
COC(=O)[C@]12CCCCC=C1N(Cc1ccc3c(c1)OCO3)C(=O)[C@H](CC(=O)NCc1ccccc1)C2,x,i,x,-7,0.4,-2,x,5,x,0.5
CCOc1ccc(NC(=O)c2ccccc2OCC(=O)c2ccc(C)cc2)cc1,-5,i,1,-20,0.0,2,4,-14,6,1.5
COc1ccc(C)cc1NC(=O)C1COc2ccccc2O1 (stereo unspecified),-11,i,-2,6,-0.8,4,0,-18,-10,0.7
CCCC(C(=O)N(C)CC(=O)Nc1ccc(N2CCOCC2)cc1)c1ccccc1 (stereo unspecified),-9,i,-2,-1,-0.3,-33,0,2,4,-9.6
CC1=C(C(=O)N2CCOCC2)CC(CC(=O)NC2CCCCC2)C(=O)N1Cc1ccccc1 (stereo unspecified),x,i,2,1,0.0,-2,3,5,-5,-1.5
COc1ccccc1S(=O)(=O)NCc1ccc(C(=O)NC2CCC(O)CC2)cc1 (stereo unspecified),7,i,3,0,0.0,1,0,-9,-4,-0.1
Cc1ccc(S(=O)(=O)NCC(=O)N2CCN(c3ccc(F)cc3)CC2)cc1,-4,i,1,7,-0.3,-2,40*,2,1,-2.0
Cc1cc(Br)cn2c(Cc3cccc(Cl)c3)c(-c3ccco3)nc12,x,i,x,6,-0.2,-5,x,-21,27,2.5
COc1ncnc2c1ncn2CCCNCc1ccccn1,x,i,0,0,-1.0,0,1,3,5,-0.8
C[C@@H]1COc2cc(N3CC[C@H](O)C3)ccc2S(=O)(=O)N1,x,i,x,7,-0.9,1,x,15,-3,-0.7
CCOC(=O)c1ccccc1NC(=O)CSc1ncc(C(=O)OCC)c(N)n1,0,i,-1,13,-0.3,0,-1,2,6,0.6
CCNC(=O)c1cc2c(c(-c3cccc(-c4cccc(C(=O)N(C)C)c4)c3)n1)[C@@H](CCO)N(S(=O)C(C)(C)C)C2 (stereo partly specified),x,i,-22,3,-0.3,3,0,-61,5,-1.0
Cc1ccc([C@@H]2CC(=O)[C@@H]3CN(S(=O)(=O)c4ccc(C)cc4)[C@H](c4ccc(Cl)cc4)C[C@@H]3N2S(=O)(=O)c2ccc(C)cc2)cc1,x,i,5,-8,0.0,4,1,2,27,1.6
COCCn1nnnc1C(c1ccc(Cl)cc1)N1CCSCC1 (stereo unspecified),-7,i,-2,-2,-0.1,0,-4,-4,-2,-0.8
O=C(CN1C(=O)COc2ccc(Cl)cc21)NCC1CCCO1 (stereo unspecified),1,i,2,5,0.2,0,-1,-8,5,4.0
CC(C)NC(=O)C1C(c2ccc(C(F)(F)F)cc2)=Nc2ccccc2N1C(=O)c1ccccc1 (stereo unspecified),x,i,x,12,0.3,-17,x,5,x,0.7
O=C(NCc1cccs1)c1csc2ccccc12,-7,i,-2,21,1.1,4,0,-8,-8,1.6
COCCN(C(=O)CCC(=O)Nc1ccccn1)C(C(=O)NC(C)(C)C)c1ccc(OC)cc1 (stereo unspecified),0,i,2,12,-0.7,-1,0,13,3,3.1
COc1ccccc1-c1nc(SCC(=O)Nc2cc(C)on2)c2c(=O)n(C)c(=O)n(C)c2n1,-5,i,6,15,-0.4,-132,2,12,-4,1.4
O=C(Nc1ncccn1)C12CC3CC(CC(C3)C1)C2,-4,i,-2,4,0.0,1,1,-1,1,-0.5
Cc1ccccc1Nc1nc(N)nc(COC(=O)c2ccc3c(c2)OCCO3)n1,x,i,4,11,-0.1,-2,-1,4,2,0.6
Cc1ccc(NC(=O)C(C)Sc2nnc3n2CCCCC3)cc1S(=O)(=O)N1CCOCC1 (stereo unspecified),x,i,4,-6,-0.3,-1,0,-5,0,-1.2
CN(CC(=O)Nc1ccc(Cl)cc1)C(=O)c1sccc1-c1ccccc1,-9,i,-11,-4,1.9,-26,0,6,3,-6.4
NC(=O)C1CCN(c2nc(C3CC3)nc3c2nnn3Cc2ccccc2)CC1,-3,i,-5,0,-1.2,5,-2,0,-4,-0.1
CC(C)CN(C(=O)COC(=O)Cc1cccc2ccccc12)c1c(N)n(Cc2ccccc2)c(=O)[nH]c1=O,-4,i,0,-17,0.0,4,0,-10,7,0.0
CC1CCCN(S(=O)(=O)c2cccc3nonc23)C1 (stereo unspecified),-8,i,0,17,-0.3,-10,-1,-4,-5,0.8
CCCSc1ccc(-c2nn(-c3ccccc3)cc2/C=C(/C#N)C(=O)N2CCOCC2)cc1,-13,i,3,3,-1.1,-8,1,18,-3,2.6
Cc1ccc(C)c(NCC(=O)NNC(=S)Nc2ccccc2)c1,-11,i,-2,1,0.0,-3,2,-10,2,-0.7
Cc1cc2oc(=O)cc(CN(C)Cc3ccccc3)c2cc1C,x,i,-1,9,-0.3,6,0,0,-3,0.1
CC(=O)Nc1ncc2c(n1)CC(c1ccco1)CC2=O (stereo unspecified),-3,i,0,11,-0.2,4,2,-7,3,8.0
Nc1c(C(=O)Nc2ccc(F)cc2)nnn1-c1cccc(C(F)(F)F)c1,0,i,4,3,-0.9,7,1,-1,-5,1.4
Cc1ccc(C(=O)CSc2nnc3n2CCCCC3)s1,-3,i,0,14,0.0,-9,0,-1,4,-0.7
O=C(NNC(=O)c1ccc(NC(=O)C2CC2)cc1)c1ccc(F)cc1,-9,i,-1,-6,-0.3,-4,-2,10,2,-0.2
Fc1ccc2c(c1)C(c1ccncc1)=NNC(c1ccccc1)=N2,-5,i,0,12,-0.5,4,-2,-1,1,-2.9
COc1cccc(NC(=O)C2(C)CCN2Cc2ccccc2OC(F)F)c1 (stereo unspecified),x,i,-6,8,-0.2,6,-2,-7,-2,0.6
NC(=O)COc1ccccc1C1=NO[C@@](CC(=O)O)(C(=O)Nc2ccc3c(c2)OCCO3)C1,15,i,-1,-5,-1.6,4,3,-2,0,-0.5
CC(=O)Nc1cccc(/C(C)=N/NC(=S)NC(C)C)c1,-1,i,1,2,-1.5,-4,5,5,-1,-1.0
O=C(O)CCC(=O)OCC1CCCCC1,-4,i,3,-6,-0.4,2,1,-12,2,-0.4
CCc1noc(C)c1C(=O)Nc1nc(-c2ccc(OC)cc2OC)cs1,-5,i,-3,8,-0.3,-8,1,-23,0,2.4
O=C(CC1N=C2c3ccccc3N=C(SCc3ccccc3Cl)N2C1=O)NCc1ccco1 (stereo unspecified),2,i,3,32,0.0,-2,3,-14,18,1.0
Cc1nc2sc(C(c3ccccc3)N3CCC(O)CC3)c(O)n2n1 (stereo unspecified),8,i,1,-2,0.3,-5,-8,-5,-4,-1.1
CCn1cnc2cc(NCc3ccncc3)ccc21,-8,i,-8,-2,1.1,-9,-1,-6,5,-1.3
NC(=O)CCn1c(=O)oc2ccccc21,-12,i,1,0,-0.4,0,-2,-2,-1,-1.0
O=C(C(=O)c1ccc(O)cc1)c1ccccc1,-8,i,-1,-6,-1.0,1,-2,0,-7,-0.4
NC(=O)CSc1nnc(Cn2c(=O)sc3ccccc32)n1CCc1ccccc1,3,i,-1,-1,-0.1,1,-3,-1,0,-1.9
O=C(Nc1cccc(NC(=O)c2ncn[nH]2)c1)c1cccc(Cl)c1,32,i,2,6,-0.5,1,0,-16,1,-0.7

# Structures listed above that bear a hit mark in DNMT1 block:
SMILES,Scp1 inh,Neddylation inh,DNMT1 block,SKN-1 block,Tb MetRS inh,SUMO1 PPI mod,STEP block,NRP1-CendR mod,NadD inh,LMPTP block
CCCC1=NN2C(=N)/C(=C\c3ccc(SCc4ccco4)o3)C(=O)N=C2S1,81*,i,105*,44*,0.2,50*,16,-239,26,51*
